High-throughput results deposited in PubChem by National Center for Advancing Translational Sciences (NCATS).
PI4K2A inh: blocks human PI4K2A kinase activity; Q9BTU6; purified PI4K2A, ADP-Glo luminescence, 1 h; hits give low values; activity change, negative = inhibition, % at 76.9 µM; 0.13% of 420,000 active; in the data active means activity change below about -50%; inconclusive means mostly about -30% to -49%;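 further: -100% = wells without enzyme as full effect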
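PI4K2A activity was measured by ADP-Glo luminescence: enzyme (4 ug/mL stock) and phosphatidylinositol (1.2 mM stock) in Tris pH 7.5/MgCl2/EGTA/Triton X-100 buffer were reacted with ATP (300 microM stock) for one hour at ambient temperature.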
RXFP1 agonist: RXFP1 (human) receptor agonism | 0.3% of 370,000 active | Q9HBX9 | HEK293T-RXFP1 cAMP TR-FRET, 30 min; response scale: percent of porcine relaxin response, buffer zero | Potency, µM (top dose mostly 57.5 µM), inactives show at the highest dose activation, usual class: activators; further: potency means the concentration at half of the fitted maximal effect; on the % scale 0 is the no-effect control and ±100 the full control effect; nearly all actives have a fitted effect of over 60% in size; many of its hits are not listed in these tables
Target sequence (Q9HBX9 whole entry, looked up): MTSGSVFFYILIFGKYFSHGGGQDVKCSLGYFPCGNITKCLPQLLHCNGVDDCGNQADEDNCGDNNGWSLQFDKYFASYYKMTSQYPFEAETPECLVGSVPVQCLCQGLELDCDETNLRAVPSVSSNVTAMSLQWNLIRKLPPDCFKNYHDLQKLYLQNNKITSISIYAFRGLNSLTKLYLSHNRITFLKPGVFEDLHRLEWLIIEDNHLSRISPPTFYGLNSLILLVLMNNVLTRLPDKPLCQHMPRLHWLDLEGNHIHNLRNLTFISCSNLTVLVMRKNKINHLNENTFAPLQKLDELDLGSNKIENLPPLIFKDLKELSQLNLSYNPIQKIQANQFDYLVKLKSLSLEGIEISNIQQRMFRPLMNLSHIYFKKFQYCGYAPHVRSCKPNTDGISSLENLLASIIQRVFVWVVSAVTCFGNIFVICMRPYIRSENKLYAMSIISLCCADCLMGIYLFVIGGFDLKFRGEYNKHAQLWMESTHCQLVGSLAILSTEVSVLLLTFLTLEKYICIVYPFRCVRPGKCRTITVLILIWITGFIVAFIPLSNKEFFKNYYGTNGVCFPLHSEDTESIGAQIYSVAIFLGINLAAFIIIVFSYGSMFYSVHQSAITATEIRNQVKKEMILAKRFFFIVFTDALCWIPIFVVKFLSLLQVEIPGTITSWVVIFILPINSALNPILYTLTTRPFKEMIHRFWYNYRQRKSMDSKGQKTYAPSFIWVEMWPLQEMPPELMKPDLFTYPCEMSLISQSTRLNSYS
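HEK293 cells stably expressing RXFP1, treated 30 min at 37C with compounds plus PDE4 inhibitor Ro 20174; cAMP measured by HTRF TR-FRET. Normalized to buffer and 29 nM porcine relaxin; EC50 by Hill fit.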
LDHA block: inhibitors of human lactate dehydrogenase A. P00338. purified LDHA, NADH/diaphorase-resazurin fluorescence; hits give low values. activity change, % (values are at about 110 or 230 µM). 0.15% of 480,000 active. AID 1347041; in the data active means activity change below about -30%; inconclusive means mostly about -25% to -30%;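 further: plate controls were DMSO wells for no effect and wells without enzyme for full effect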
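Human LDH5 (2 nM) was incubated with 0.06 mM NADH and 0.2 mM pyruvate for 5 min at room temperature in Tris pH 7.4. Remaining NADH was coupled through diaphorase/resazurin, and resorufin fluorescence was read at 0 and 20 min.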
Vif-APOBEC3F blk: blocks the Vif interaction with APOBEC3F; AID 602313; Potency, µM (top dose mostly 46.1 µM), for the others: at the highest dose activity, negative = active; HeLa A3F-eYFP + Vif (tagged APOBEC3F with the HIV-1 protein that degrades it), YFP fluorescence increase; 0.2% of 390,000 active; further: potency means the concentration at half of the fitted maximal effect; % of control where 0% means no effect; nearly all actives have a fitted effect of over 65% in size
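HeLa cells stably expressing A3F-eYFP plus Vif, plated and incubated overnight at 37 deg C, then exposed to compounds overnight at 37 deg C. Blocked degradation read as raised yellow fluorescence (Ex 488/Em 500-530).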
TrxR1 substrate: rat thioredoxin reductase 1 substrate activity; O89049; purified TrxR1 substrate turnover, NADPH consumption readout; Potency, µM (doses to about 114 µM), without a hit: top-dose activity change, negative = substrate turnover; AID 588456; 0.01% of 390,000 active; further: potency means the concentration at half of the fitted maximal effect; on the % scale 0 is the no-effect control and ±100 the full control effect; nearly all actives have a fitted effect of over 50% in size
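Rat TrxR1, dispensed at 90 nM, was prereduced with 400 uM NADPH (final) for 5 min at ~22 deg C, then incubated with compound 15 min before 400 uM selenite. A first-read NADPH fluorescence drop versus no-compound background flagged substrates.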
IDH1 R132H inh: human IDH1 R132H inhibition; 0.093% of 390,000 active; AID 602179; O75874; IDH1-R132H enzyme, NADPH consumption, diaphorase/resazurin fluorescence; Potency, µM (titrated, usually from 76.6 µM), for the others: at the top dose activity change, negative = inhibition, usual class: inhibitors; further: potency means the concentration at half of the fitted maximal effect; on the % scale 0 is the no-effect control and ±100 the full control effect; nearly all actives have a fitted effect of over 65% in size
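IDH1-R132H (0.5 ug/mL dispensed) in pH 7.5 Tris buffer was preincubated 30 min with compound, then given a substrate mix of 0.016 mM NADPH and 2 mM alpha-KG for 80 min at room temperature; remaining NADPH was read by diaphorase/resazurin fluorescence.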
GRP78 ERSR act: ER stress response induction in glioma; U87-MG GRP78 promoter luciferase reporter, 16 h; Potency, µM, inactives show at the top dose activation, actives largely listed as activators; 0.02% of 420,000 active; further: potency means the concentration at half of the fitted maximal effect; series mostly up to about 76 µM; % of control where 0% means no effect; nearly all actives have a fitted effect of over 35% in size
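Stably transfected U87-MG glioma cells carrying a GRP78-based luciferase sensor; 16 h compound incubation. Luminescence end-point read 10 min after Bright-Glo addition at room temperature.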
USP1-UAF1 inh: USP1/UAF1 (human) deubiquitinase inhibition | O94782 | 0.23% of 390,000 active | Potency, µM (series often up to 57.1 µM), without a hit: top-dose activity change, negative = inhibition, most hits filed as inhibitors | recombinant USP1/UAF1, Ub-Rhodamine cleavage fluorescence; further: potency means the concentration at half of the fitted maximal effect; on the % scale 0 is the no-effect control and ±100 the full control effect; nearly all actives have a fitted effect of over 60% in size; inactives centre near -12
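Step one: compound is pinned into 1nM USP1/UAF1 in HEPES pH 7.8 buffer with TCEP. Step two: 15 min room-temperature incubation. Step three: Ub-Rho (150nM final) starts cleavage, tracked by fluorescence over six one-minute reads.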
Vif-A3G inh: blocks the Vif interaction with human APOBEC3G. Q9HC16. 0.076% of 410,000 active. HeLa A3G-eYFP + Vif (tagged APOBEC3G with the HIV-1 protein that degrades it), YFP fluorescence, overnight. AID 602310. Potency, µM (doses to about 46.1 µM), without a hit: at the highest dose activity, negative = active, actives largely listed as inhibitors;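 further: potency means the concentration at half of the fitted maximal effect; on the % scale 0 is the no-effect control and ±100 the full control effect; nearly all actives have a fitted effect of over 60% in size; hits raise eYFP signal because A3G escapes Vif-driven loss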
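Read-out is eYFP fluorescence (Ex 488/Em 500-530) from Vif-expressing HeLa A3G-eYFP cells; more signal means A3G escaped Vif-mediated degradation. Cells plated overnight, compound pinned in, incubated overnight at 37 deg C.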
* marks the source's active call; other numbers are inactive results; ? = inconclusive; / = not tested or not shown; & = joins results of further samples; [ ] = dose if it differs, or a comment. Unless noted, the call rests on the fitted dose curve; in most records, active means well fitted curve in the direction sought with a large enough effect; inconclusive means small, poorly fitted or top-dose-only effect, or another doubt; inactive means no such curve, though single readings can be large; an effect the other way counts as inactive or inconclusive. The list is partial; rates above refer to the full screens.

SMILES	PI4K2A inh	RXFP1 agonist	LDHA block	Vif-APOBEC3F blk	TrxR1 substrate	IDH1 R132H inh	GRP78 ERSR act	USP1-UAF1 inh	Vif-A3G inh
CCOC(=O)c1[nH]cnc1C(=O)NC1CCN(C(=O)OC(C)(C)C)CC1	-3	3.8%	-3	5%	5%[57.1 µM]	-13%	-5%	-18%	-3%
O=C1CC(c2nc3ccccc3n2CCCCOc2ccccc2)CN1c1ccccc1Cl (stereo not drawn)	4	3.2%	5	-5%	3%	18%	-5%	?	-16%
COC(=O)c1[nH]c2cccc(OC)c2c1NC(=O)CCN1CCSCC1	1	0.8%	-6	-6%	9%[11.4 µM]	-3%	-5%	-11%	-2%
Cc1ccccc1OCCNc1cc(N2CC(C)NC(C)C2)ccc1[N+](=O)[O-] (stereo not drawn)	-5	0.8%	2	-16%	-9%[57.1 µM]	-5%	-1%	-13%	-16%
CCOC(=O)CSc1nc(-c2ccccc2)cc(C(F)(F)F)c1C#N	6	?	-3	1%	18%	-27%	-3%	-25%	-4%
Cc1nn(C)c(C)c1NC(=O)CCSc1nc(-c2ccco2)cc(C(F)(F)F)n1	-3	2.7%	-3	-2%	-10%	13%	-3%	-14%	-4%
COc1ccc(C)cc1-n1cnnn1	0	0.4%	-2	-9%	1%	0%	0%	-1%	-1%
COC(CNC(=O)c1ccc2c(c1)nc(C)n2-c1cccc(F)c1)OC	2	0.0%	-3	-1%	6%[57.1 µM]	14%	-4%	1%	3%
O=C(OCc1cn([C@H]2C[C@H](c3ccc(Cl)cc3)N(Cc3cccs3)C[C@@H]2O)nn1)c1ccccc1	0	/	0	-6%	/	7%	-2%	-18%	-7%
Cc1nc2[nH]onc2c2nccc(=O)c12	-1	7.7%	-12	-10%	1%[57.1 µM]	0%	-6%	-2%	0%
CCOC(=O)c1csc(NC(=O)CCSc2ccccc2)n1	-3	0.7%	1	-5%	6%	15%	2%	-6%	5%
CC(=O)Nc1ccc(Nc2c3ccccc3nc3ccccc23)cc1	-4	0.6%	-1	5%	5%	10%	-15%	-23%	3%
O=C(O)c1cc(-c2cc(C(=O)O)c3ccccc3n2)ccc1O	-1	/	6	-8%	-7%[2.29 µM]	0%	-1%	1%	-1%
O=C(Nc1ccc(F)cc1)Nc1ccc2c(c1)CCC2	0	-1.2%	-12	1%	?	-4%	16%	-28%	1%
COC(=O)c1scc(-c2ccc(C)cc2)c1S(=O)(=O)Nc1cc(C)ccc1OC	-4	-1.7%	2	1%	-3%[57.1 µM]	19%	-1%	?	0%
CNCCCCOc1ccc(C(C)(C)C)cc1Cl	0	0.6%	-17	3%	-1%[57.1 µM]	-11%	-1%	-2%	1%
CC(=O)c1ccc(OCc2cc(C(=O)N3CCC(c4ccncc4)CC3)no2)cc1	-6	3.9%	-2	-1%	-4%	-7%	2%	-9%	3%
NS(=O)(=O)c1ccc(NCc2cc(Cl)ccc2OCc2ccc(F)cc2)cc1	-4	-1.6%	-2	-28%	3%	1%	-6%	-16%	?
C#Cc1cccc(NC(=O)CSc2nnc(-c3ccc(C(F)(F)F)cn3)o2)c1	2	-4.3%	3	2%	-3%	-9%	2%	-10%	4%
Fc1ccc(/C=N/N2CCCCC2)c(F)c1	1	0.0%	-2	-5%	10%	5%	-4%	-15%	-4%
COc1ccc(CNC(=O)C(=O)Nc2c3c(nn2-c2ccccc2)CSC3)cc1	-18	-0.9%	-1	-6%	-3%[57.1 µM]	8%	-4%	-11%	0%
Cc1ccc(C)c(NC(=O)COC(=O)CCNC(=O)c2ccco2)c1	-1	0.3%	-3	0%	8%	9%	-4%	-15%	-8%
O=C(O)/C=C/c1ccc(S(=O)(=O)Nc2ccc(C(=O)NCC(=O)O)cc2)cc1	-2	-0.3%	0	3%	-3%[57.1 µM]	4%	-4%	4%	2%
Nc1ncnc2c1ncn2[C@@H]1O[C@H](CNS(=O)(=O)CCCCl)[C@@H](O)[C@H]1O	-15	/	-8	6%	5%	11%	-3%	-11%	-2%
Cc1cccc(NC(=O)CN2CCCN(S(=O)(=O)c3ccc(Br)s3)CC2)c1	-4	1.3%	-4	1%	6%[57.1 µM]	1%	-3%	-1%	7%
Cc1ccc(NC(=O)Nc2cccs2)c(C)c1	-9	1.2%	0	0%	3%	3%	4%	-14%	6%
COc1cccc(CNC(=O)Cn2c(=O)n(CCC(=O)N3CCCCC3)c(=O)c3sccc32)c1	9	-0.1%	-7	-9%	0%[57.1 µM]	-1%	4%	4%	-1%
COc1cc(C)c(Cl)cc1S(=O)(=O)NCCc1c(C)[nH]c2ccccc12	7	-0.3%	1	/	-1%	/	/	-23%	/
Cn1c(=O)[nH]c(=O)c2c1nc(N1CCOCC1)n2CCSc1nc2ccccc2[nH]1	-1	1.1%	-2	15%	3%	11%	-4%	-18%	2%
COc1cc(C(=O)NNC(=O)c2cc(-c3ccccc3)n[nH]2)cc(OC)c1C	3	-0.8%	-3	2%	0%	-6%	4%	-18%	7%
CCc1c(C)sc(NC(=O)c2cc(-c3cccc(Cl)c3)on2)c1C#N	1	4.7%	2	5%	-13%	12%	2%	?	0%
CCOC(=O)N1CCN(C(=O)Nc2sc3nc4n(c(=O)c3c2C)CCC(C)CC4)CC1 (stereo not drawn)	2	2.2%	-10	-11%	6%	5%	-1%	-2%	-20%
CCOC(=O)c1c(NC(=O)COc2ccc3ccc(=O)oc3c2)sc(C(=O)N(C)C)c1C	-1	-0.4%	-1	?	22%	1%	-4%	-16%	0%
COCCN(C(=O)CCC(=O)Nc1ccccn1)C(C(=O)NC(C)C)c1ccc(C)cc1 (stereo not drawn)	3	4.0%	-10	-18%	3%	10%	-3%	-8%	-1%
COc1ccc(COC(=O)C2CCN(S(=O)(=O)c3ccc(OC)c(OC)c3)CC2)cc1	1	-0.9%	-7	8%	1%	-5%	-2%	-14%	-4%
COc1ccc2[nH]c(=O)c(CN(C(=O)c3ccncc3)C(C)(C)C)cc2c1	1	-0.2%	6	-11%	10%	8%	0%	-18%	1%
Cc1ccccc1OC(=O)CSc1nnc(-c2cccs2)o1	-1	-0.8%	3	1%	11%	10%	-3%	-13%	3%
COc1ccccc1-n1c(SCC(=O)NC(C)(C)C)nnc1-c1ccco1	3	0.5%	9	9%	6%	4%	-3%	3%	0%
CC(=O)c1ccc(S(=O)(=O)N(C)CC(=O)Nc2cccc(S(=O)(=O)N3CCCC3)c2)cc1	-3	/	-2	4%	2%	-2%	8%	0%	-6%
COc1ccc(C(=O)c2sc(NC(C)C)nc2N)cc1OC	3	5.8%	-2	-25%	-11%[57.1 µM]	6%	-9%	-22%	-6%
CCN(Cc1ccncc1)C(=S)Nc1ccccc1	0	0.4%	-1	8%	9%	2%	-3%	-15%	-1%
C=C(C)COc1ccc(-c2nc(N)nc(C)c2Oc2ccccc2OC)c(O)c1	-5	2.0%	0	-3%	-4%[57.1 µM]	-6%	14%	-18%	-14%
COc1ccc(-n2c(N)c(C(=O)NCC3CCCO3)sc2=S)cc1 (stereo not drawn)	6	-1.0%	-4	-2%	0%[57.1 µM]	12%	-2%	1%	-1%
Cn1c(NCc2ccccc2O)nc2ccccc21	-6	-1.1%	-7	2%	-4%	5%	-1%	-18%	0%
Cc1occc1C(=O)N/N=C/c1c[nH]c2ccccc12	-6	0.4%	10	7%	-9%	1%	10%	-10%	2%
COc1cc(CNC(=O)C2CCCCN2S(=O)(=O)c2ccc(F)cc2)cc(OC)c1OC (stereo not drawn)	6	-1.3%	-4	0%	-1%[57.1 µM]	-10%	2%	-8%	1%
COc1ccccc1NC(=S)NCCc1ccc(S(N)(=O)=O)cc1	6	0.3%	-9	6%	5%[57.1 µM]	0%	-1%	-14%	1%
Cc1cccc(CN2CCN(C(=O)CCl)CC2)c1	8	0.0%	-5	-1%	7%	1%	-13%	-11%	?
OC1CCN(C(=S)Nc2ccc(Nc3ccccc3)cc2)CC1	7	-3.4%	-3	3%	-1%	11%	3%	-19%	5%
CC(C)N(C(=O)Cn1c(-c2ccccc2Cl)nc2ccccc21)c1ccccc1	1	1.5%	-10	0%	-4%	1%	-2%	0%	-6%
CCCc1c(OCCCOc2ccc(OCC(=O)O)cc2)ccc(C(C)=O)c1O	1&1	0.0%	-5	-1%	3%[57.1 µM]	-6%	0%&-3%	?	-5%
Cn1c(=O)c(=O)n(C)c2cc([N+](=O)[O-])c(N3CCOCC3)cc21	-1	20%	-2	-2%	-8%	-4%	-2%	-11%	-6%
CC1CCN(CCOc2ccc(Cl)c(Cl)c2)CC1	2	3.3%	-20	-4%	11%[57.1 µM]	16%	1%	-11%	2%
CC(=O)Nc1ccc(S(=O)(=O)N2CCN(c3nc(NC4CCCC4)c4ccccc4n3)CC2)cc1	4	-0.2%	-4	1%	45%[activator][57.1 µM]	-4%	-17%	-8%	-16%
